# Source: PubChem BioAssay
# F508del corr – correctors of CFTR F508del function in bronchial epithelial cells; CFBE cells, YFP halide quenching; stimulated with forskolin plus potentiator P3; % fluorescence drop versus neutral controls; activity (quench increase), % at 7.58 µM; 0.36% of 350,000 active; AID 720511;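 active means mean added fluorescence quench of at least 8% versus neutral control, with both replicates also reaching 8%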;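 further: cells transiently co-express mutant CFTR-F508del with the halide-sensitive YFP; corrector assay measuring rescue of mutant channel to the surface after 24 h compound exposure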
# FN deposit inh – fibronectin deposition inhibition. inhibition, % at 12.6 µM. 0.086% of 350,000 active. AH1F fibroblasts, Alexa488-fibronectin deposition fluorescence, overnight;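 active means mean inhibition across replicates of 30% or more, regardless of how many single replicates reach that level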;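 further: positive control wells lacked labelled fibronectin entirely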
#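 Test system: AH1F fibroblast monolayer depositing Alexa488-labelled fibronectin into matrix. Input: 10000 cells per well. Technique: fluorescence, ex 485 nm, em 525 nm. Buffer or medium: DMEM plus 2% serum, read in PBS. Timing: 1 h cell adhesion before compound, then overnight fibronectin incubation. Compound: single dose, pinned. Read-out basis: inhibition from reduced deposited-fibronectin fluorescence.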
# GSIS activator – GLuc luminescence reporter in INS-1E cells, primary screen for activators of glucose-dependent secretion of insulin; AID 743287; INS-1E GLuc reporter insulin secretion, 2-3 h; activation, % at 16.6 µM; 0.61% of 370,000 active;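 active means lowest replicate activation of at least 40%, so every replicate reaches that level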;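 further: 0% = median of neutral control wells and 100% = median of IBMX positive control wells; some compounds called inactive have numbers as strong as hits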
# * marks the source's active call; other numbers are inactive results; & = joins results of further samples. Not all compounds are listed, so the mix of outcomes need not match the whole.
smiles	F508del corr	FN deposit inh	GSIS activator
C[C@H]1CN([C@@H](C)CO)C(=O)c2c(c3ccccc3n2C)-c2ccccc2CO[C@H]1CN(C)Cc1ccccc1	0.8	-1	-13
COc1ccc(-c2csc(NNC3=NCCCCC3)n2)cc1	1.2	-15	-17
COC(=O)C1=C(C)N(Cc2cccc(C(F)(F)F)c2)C(=NCc2ccc3c(c2)OCO3)NC1c1ccc(F)cc1 (centres undefined)	-1.2	27	32
COC(=O)C1=C(C(=O)OC)C(c2ccccc2O)c2sc(=O)[nH]c2S1 (centres undefined)	-0.7	1	-10
Cc1ccc(S(=O)(=O)N2CCCCC2)cc1NC(=O)C1CC(=O)N(c2ccc3c(c2)OCCO3)C1 (centres undefined)	-7.6	-11	-37
Cn1cc([N+](=O)[O-])c(C(=O)Nc2cc(Oc3ccccc3)cc([N+](=O)[O-])c2)n1	-3.6	40*	1
CN(Cc1ccccc1)C(=O)COC(=O)/C=C/c1ccco1	-3.6	-14	-3
O=C(c1ccccc1)N1CCN(c2ccc([N+](=O)[O-])c(N3CCOCC3)c2)CC1	-0.9	-3	-4
CC12CC(c3ccccc3O1)C(/C(N)=N/NC(=O)c1ccc(F)cc1)C(=O)N2 (centres undefined)	4.4	-10	-11
CSc1nnc(-c2ccc(NC(N)=S)cc2)o1	1.4	5	-1
Nc1nc(SCC(=O)NCCc2ccccc2)[nH]c(=O)c1-c1ccccc1	-1.7	8	9
CCCCCCCCN1C(=O)[C@H](CC(=O)NCCCC)C[C@@]2(C(=O)OC)CC(C)(C)CC=C12	-2.0	-3	-6
Cc1ccc(CN2C(=O)CCC2(C)c2nnnn2Cc2ccccc2)cc1 (centres undefined)	-0.3	13	10
COc1ccc(/C([O-])=C(/C(=S)Nc2ccc(C)c(C)c2)n2c[n+](C)c3ccccc32)cc1OC	0.0	8	14
O=C(NC(=S)N1CCCCC1CO)C12CC3CC(CC(C3)C1)C2 (centres undefined)	0.6	7	-1

# One compound at a time, as listed above. Order of screens: F508del corr, FN deposit inh, GSIS activator
# Cc1ccc(S(=O)(=O)N2CCCCC2)cc1NC(=O)C1CC(=O)N(c2ccc3c(c2)OCCO3)C1 (centres undefined) is listed as -7.6, -11, -37
# COc1ccc(/C([O-])=C(/C(=S)Nc2ccc(C)c(C)c2)n2c[n+](C)c3ccccc32)cc1OC is listed as 0.0, 8, 14
# COC(=O)C1=C(C(=O)OC)C(c2ccccc2O)c2sc(=O)[nH]c2S1 (centres undefined) is listed as -0.7, 1, -10
# Cc1ccc(CN2C(=O)CCC2(C)c2nnnn2Cc2ccccc2)cc1 (centres undefined) is listed as -0.3, 13, 10

# Next part.
smiles	F508del corr	FN deposit inh	GSIS activator
O=C(c1cc(F)ccc1F)C1CCCN(C(=O)c2cccs2)C1 (centres undefined)	-1.4	-2	9
COc1ccc(CC2(CO)CCN(S(=O)(=O)c3sccc3C)CC2)cc1	0.4	4	2
C=C(C)c1cccc(C(C)(C)NC(=O)N2CCN(c3ccccc3)CC2)c1	-1.1	-5	-2
COc1ccccc1/C=C(/NC(=O)c1ccccc1)C(=O)NCCN1CCOCC1	1.3	4	6
CCOc1ccccc1/C=C/c1cc(C(=O)O)c2ccccc2n1	-1.1	4	7
COC(=O)[C@]12CCCCC=C1N(Cc1cccc3ccccc13)C(=O)[C@H](CC(=O)NCc1ccccc1)C2	-0.2	1	-31
CN(C(=O)c1cc2c(cc1Br)OCO2)c1cccc2ccccc12	3.4	-4	-35
CC(=O)C[C@@H]1OC[C@H](C(C)C)N1S(=O)(=O)c1ccc(C)cc1	-5.0	-1	4
COC(=O)CC(=O)CC(NS(=O)(=O)c1ccc(C)cc1)c1ccccc1 (centres undefined)	1.1	3	-7
CC(=O)Nc1cccc(NC(=O)CSc2nnc3ccc(-c4ccncc4)nn23)c1	0.6	1	29
COc1ccccc1CC(=O)NCc1nn(-c2ccccc2)nc1C	0.8	0	7
CC(C)C[C@H]1CNC(=S)N1C[C@H]1CCCN1C[C@H](CC(C)C)N1C[C@H](Cc2ccc(O)cc2)N(CC2CCCCC2)C1=S	3.3	2	13
CCCCN(C(=O)c1[nH]c(C)c(C(=O)OCC)c1C)c1c(N)n(CCCC)c(=O)[nH]c1=O	3.3	7	10
CC(C)OC(=O)c1ccccc1C(=O)c1ccc(N)c([N+](=O)[O-])c1	0.4	-4	-16
Cc1ccc2c(c1)P(=O)(O)c1cc(C)ccc1O2	-1.5	-2	-7

# Taken from the entries so far for reference:
smiles	F508del corr	FN deposit inh	GSIS activator
CCOc1ccccc1/C=C/c1cc(C(=O)O)c2ccccc2n1	-1.1	4	7
COC(=O)[C@]12CCCCC=C1N(Cc1cccc3ccccc13)C(=O)[C@H](CC(=O)NCc1ccccc1)C2	-0.2	1	-31
CN(C(=O)c1cc2c(cc1Br)OCO2)c1cccc2ccccc12	3.4	-4	-35
CC(=O)C[C@@H]1OC[C@H](C(C)C)N1S(=O)(=O)c1ccc(C)cc1	-5.0	-1	4

# Other entries
smiles	F508del corr	FN deposit inh	GSIS activator
CN(Cc1cn(Cc2ccc(F)cc2)nn1)C1CN(Cc2cn(Cc3ccc(F)cc3)nn2)S(=O)(=O)C1 (centres undefined)	2.3	-1	-3
O=C(NCc1csc(-c2cccs2)n1)c1ccsc1	-0.6	-3	8
CCOc1ccc(/C(C)=N/NC(=O)Cn2nc([N+](=O)[O-])cc2C)cc1	-0.3	-4	4
O=C(Nc1cc(Cl)cc2c1-c1ccc(Cl)cc1C2O)C(Cl)Cl (centres undefined)	-0.9	1	5
O=C(Cc1ccccc1)c1ccc(O)cc1O	-1.4	4	-1
Cc1ccc(S(=O)(=O)Nc2cc(=O)[nH]c(SCC(=O)Nc3ccccc3Cl)n2)cc1	-0.6	1	1
COc1ccccc1NC(=O)CC1C(=O)Nc2ccccc2N1C(=O)c1ccccc1 (centres undefined)	-0.7	-2	0
O=C(NCC1CCCO1)c1cc(C(=O)c2ccc(Cl)cc2Cl)c[nH]1 (centres undefined)	-3.5	7	0
CCCN(C(=O)C1=COCCO1)c1c(N)n(Cc2ccccc2)c(=O)[nH]c1=O	3.6	-13	7
COc1ccccc1Nc1nc(-c2ccccc2)nc2ccccc12	-1.7	-1	2
CCOC(=O)[C@]12CCCC=C1N(Cc1cccc3ccccc13)C(=O)[C@H](CC(=O)N1CCCC1)C2	4.1	-5	-24
COc1ccc(C)cc1Nc1n[n+](-c2ccccc2)c(-c2c(Cl)cccc2Cl)s1	4.5	2	-41
COc1ccc(-c2csc(COC(=O)C(C)(C)C)n2)cc1	-0.9	-1	-10
CC(=NNc1nc2ccccc2s1)c1ccncn1	3.7	8	25
CC(C)(C)NC(=S)NCc1ccncc1	0.5	-6	-8
COc1ccccc1C1CC(c2ccc(NS(C)(=O)=O)cc2)=NN1C(=O)c1ccccc1 (centres undefined)	0.2	14	10
COc1ccccc1/C=C/C=c1\sc2nc(=O)c(Cc3ccccc3)nn2c1=O	-0.8	-1	6
COc1ccc(CN(C(=O)c2cc3ccccc3oc2=O)C2CCS(=O)(=O)C2)cc1 (centres undefined)	1.5	2	2
O=C(O)c1ccccc1CSC1=NCCS1	1.3	-8	6
CC(=O)Nc1ccc(C(=S)NCCCO)cc1	-3.6	-17	-13
Cc1ccc(NS(=O)(=O)c2cc(NC(=O)c3ccc4c(c3)NC(=O)CS4)ccc2Cl)c(C)c1	0.0	8	-8
CCNC(=O)C1CCCN(c2nc(C)cc(C)n2)C1 (centres undefined)	-0.4	-32	24
Cc1cccc(NC(=O)CSc2c3c(nc4ccccc24)CCC3)n1	-2.1	-2	2
Cc1cc(C)nc(NN=CC2=C(N3CCOCC3)/C(=C/c3ccc(Cl)cc3)CC2)n1	2.6	-4	-16
CN(C)S(=O)(=O)Nc1ccccn1	-1.1	-3	11
Clc1ccc(OCc2nnc3n2CCCCC3)c(Cl)c1	2.7	3	-1
O=C(O)CNC(=O)c1ccc(Sc2ccccc2)c([N+](=O)[O-])c1	4.6	0	9
CN(C)C(=O)/C=C\c1cn(-c2ccccc2)nc1-c1ccc2c(c1)OCCO2	-0.3	-6	5
O=C(Cn1c(-c2ccccc2Cl)nc2ccccc21)Nc1cccc(Cl)c1	0.0	-3	-2
CCOC(=O)[C@]12CCCC=C1N(CCC1=CCCCC1)C(=O)[C@H](CC(=O)NCCc1ccccc1OC)C2	0.7	-10	-26
O=C(CNc1n[nH]c(=O)[nH]c1=O)N/N=C/c1cccnc1	-0.8	7	15
CC1CC(C)(C)NC(=S)N1CC(=O)NCc1ccc(Cl)cc1 (centres undefined)	0.2	4	13
CC(=NNc1nc2ccccc2s1)c1ncccn1	-7.2	4	-1
CC(C)(C)c1ccc(/C=N/Nc2cccc(C(=O)O)c2)cc1	-2.2	-18	7
O=c1oc2cccnc2n1CCS(=O)(=O)c1ccc(F)cc1	-3.8	3	-2
CC(C)c1ccc(/C=N/Nc2ccc(C(=O)O)cc2)cc1	-1.3	2	-5
CN(C)CC(=O)N[C@H]1CC[C@H](CC(=O)O)O[C@@H]1CO	0.6	-11	-11
Cc1ccc(S(=O)(=O)N(C)C)cc1NC(=O)CCc1ccccc1	-1.4	3	-3
Nc1nc(-c2ccc(Cl)cc2)cs1	0.6	6	8
CC(=O)N1N=C(c2cccc([N+](=O)[O-])c2)OC1c1ccc(Br)cc1 (centres undefined)	0.6	7	6
CCCCNCCCOc1ccc(C)cc1Br	-1.2	-14	1
CCOC(=O)N1CCN(C(=O)CSc2ccc(-c3ccccc3)nn2)CC1	-0.9	4	-5
CCn1c(NC(=O)C(C)C)c2ccccc2nc1=O	-0.3	-10	-3
COCc1[nH]nc2c1C(c1ccc3c(c1)OCO3)N(Cc1ccccc1)C2=O (centres undefined)	2.3	0	15
COc1ccc(C(=O)N/N=C(\C)CC(=O)Nc2ccc3c(c2)OCO3)cc1	0.1	11	-1
COc1ccc(NC(=O)c2ccccc2)c([N+](=O)[O-])c1	2.2	7	2
Cc1ccc([C@H]2C[C@]34CN(Cc5ccccc5)S(=O)(=O)[C@H]3C[C@H]2O4)cc1	2.0	2	9
CC1=NN(C(=O)c2ccoc2C)C(O)(C(F)(F)F)C1 (centres undefined)	-0.1	-3	-1
O=C(O)CCCNC(=O)C(c1ccccc1)c1ccccc1	-3.1	3&2	-10&6
Cc1ccc(NC(=O)CN2C(=O)N/C(=C\c3cccnc3)C2=O)cc1	-0.8	1	1
O=C1/C(=C/c2cccnc2)SC(=S)N1CC1CCCO1 (centres undefined)	1.9	0	-13
CCCCNC(=O)C[C@@H]1C[C@@]2(C(=O)OCC)CCCC=C2N(CCc2ccc(OC)c(OC)c2)C1=O	-0.5	-4	-25
CCN(CC)CCCNC(=S)N(Cc1cccnc1)Cc1cc2cc(C)cc(C)c2[nH]c1=O	0.2	1	-6
Cc1cc(=O)oc2cc(OC(=O)c3cncc(Br)c3)ccc12	-4.1	-3	4
